DDE Tn7 FP inh: DD(E)-Tn7 binding inhibition, primary FP screen; P02675; FP displacement of FITC-Tn7 peptide from fibrin DD(E); 0% = median of compound wells per plate; inhibition, % at 8.3 µM; hit rate 0.13% among 370,000;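 active means inhibition above the mean of compounds falling within the control limits plus 3 SD of them, cut at about 14% in these data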;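 further: 0% = plate median of compound wells and 100% = 10 µM Aha-Tn7 peptide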
Target sequence (P02675 whole entry, looked up): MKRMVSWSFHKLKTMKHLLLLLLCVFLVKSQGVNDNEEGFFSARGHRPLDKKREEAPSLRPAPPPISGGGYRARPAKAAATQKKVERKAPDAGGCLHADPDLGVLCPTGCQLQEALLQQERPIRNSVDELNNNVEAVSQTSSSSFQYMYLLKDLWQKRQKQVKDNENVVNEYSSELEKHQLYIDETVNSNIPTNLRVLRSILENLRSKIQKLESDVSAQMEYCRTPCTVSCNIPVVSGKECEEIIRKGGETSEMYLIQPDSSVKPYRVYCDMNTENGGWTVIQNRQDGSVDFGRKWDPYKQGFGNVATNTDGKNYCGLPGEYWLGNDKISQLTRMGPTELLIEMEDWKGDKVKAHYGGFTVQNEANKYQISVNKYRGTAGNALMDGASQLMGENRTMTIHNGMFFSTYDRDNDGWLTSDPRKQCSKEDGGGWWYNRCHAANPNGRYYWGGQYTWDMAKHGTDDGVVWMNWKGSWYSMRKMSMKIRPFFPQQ
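Assay system: human fibrin DD(E) protein / Input: 2 µM fibrin DD(E) / Benchmarks: high control of 10 µM Aha-Tn7 peptide / Measured by: fluorescence polarization of the labelled Tn7 tracer / Medium: Tris buffer with calcium and detergent, pH 7.8 / Timing: 10 min compound pre-incubation, 3 h probe incubation at room temperature / Repeats: one replicate per compound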
proKLK7 act: activates the human kallikrein-7 zymogen; P49862; purified proKLK7, EDANS-DABCYL substrate fluorescence; 100% is mature enzyme control, 0% vehicle; activation, % at 7 µM; hit rate 0.9% among 370,000; AID 652039;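 active means activation above the mean of all tested compounds plus 3 SD, computed per campaign excluding outliers beyond control limits, cut at about 13% in these data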
Target sequence (P49862 whole entry, looked up): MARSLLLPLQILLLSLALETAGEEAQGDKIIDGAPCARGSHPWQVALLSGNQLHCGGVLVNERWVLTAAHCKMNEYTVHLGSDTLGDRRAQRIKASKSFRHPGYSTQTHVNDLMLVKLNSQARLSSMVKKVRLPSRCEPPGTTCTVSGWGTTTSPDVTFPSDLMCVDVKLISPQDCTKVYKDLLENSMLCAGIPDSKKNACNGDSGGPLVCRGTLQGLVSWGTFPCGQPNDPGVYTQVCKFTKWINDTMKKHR
MBD2 DNA inh: blocks human MBD2 binding to methylated DNA | Q9UBB5 | TR-FRET, MBD2 binding to methylated oligonucleotide | inhibition, % at 4.4 µM | hit rate 0.31% among 370,000 | AID 686964; in the data active means inhibition above about 13%
TCR-CD3 inh: blocks the human TCR-CD3 interaction; inhibition, % at 9.4 µM; TAMRA-labeled TCR probe fluorescence, biochemical; hit rate 0.37% among 360,000; in the data active means inhibition above about 19%;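 further: recombinant mutant TCR 2C K166C tagged with TAMRA read by polarization; 0% = receptor in buffer alone and 100% = receptor with positive control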
PRMT1 FP inh: inhibitors of human PRMT1; recombinant PRMT1, activity-based probe fluorescence polarization; inhibition, % at 2.79 µM; hit rate 1.3% among 370,000; AID 652257;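 active means inhibition above about 21% made by adding two undisclosed values, limit read from the data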
UHRF1 binding: blocks human UHRF1 binding to methylated DNA. Q96T88. UHRF1 binding to methylated oligo, TR-FRET. inhibition, % at 4.4 µM. hit rate 0.75% among 370,000; in the data active means inhibition above about 21%;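 further: UHRF1 SRA domain binding a hemimethylated CpG hairpin DNA probe; 0% = median of test compound wells and 100% = reference inhibitor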
DDE Tn6 FP inh: DD(E)-Tn6 binding inhibition, primary FP screen | P02675 | Fibrin DD(E) TRITC-Tn6 fluorescence polarization displacement | inhibition, % at 8.3 µM | hit rate 0.21% among 370,000;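 active means inhibition above a per-campaign cutoff: mean of compounds within control limits plus 3 SD, cut at about 15% in these data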;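 further: 0% = median of all compound wells on the plate and 100% = blocking peptide control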
TDP2 inh: TDP2 (human) inhibition, absorbance primary screen; O95551; recombinant TDP2, T5PNP hydrolysis, p-nitrophenol absorbance 415 nm; inhibition, % at 12.8 µM; hit rate 0.34% among 370,000;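 active means inhibition above the mean of all tested compounds plus 3 SD, set per campaign, cut at about 25% in these data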;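 further: 0% = DMSO with enzyme and 100% = buffer with substrate but no TDP2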
Target sequence (O95551 whole entry, looked up): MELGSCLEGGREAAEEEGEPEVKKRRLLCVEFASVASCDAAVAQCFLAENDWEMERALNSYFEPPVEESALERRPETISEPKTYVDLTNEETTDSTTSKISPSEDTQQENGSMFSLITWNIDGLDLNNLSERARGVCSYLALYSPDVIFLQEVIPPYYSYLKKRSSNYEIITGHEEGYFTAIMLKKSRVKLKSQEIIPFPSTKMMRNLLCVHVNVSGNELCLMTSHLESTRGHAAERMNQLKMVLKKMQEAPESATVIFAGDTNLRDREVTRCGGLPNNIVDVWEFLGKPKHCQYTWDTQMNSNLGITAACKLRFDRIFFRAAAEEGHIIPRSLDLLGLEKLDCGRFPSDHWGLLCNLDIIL
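Evaluation: % inhibition relative to enzyme-containing and enzyme-free wells. Material: recombinant human TDP2. Benchmarks: enzyme-free and DMSO wells. Timing: enzyme reaction with compound for 2 h at 37 °C. Compound dosing: 12.8 µM only. Measured by: p-Nitrophenol epi absorbance. Reagent: T5PNP substrate at 5 mM, a TopII-DNA adduct mimic. Replication: single well per compound.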
LEDGF integ inh: blocks HIV-1 LEDGF/p75-dependent DNA integration; TR-FRET IN-LEDGF/p75 DNA integration, Eu/Cy5; inhibition, % at 3.7 µM; hit rate 0.64% among 370,000; AID 743269;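 active means inhibition above the screen-wide mean plus 3 SD, cut at about 13% in these data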;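 further: signal is the Cy5 over europium emission ratio at 671 and 618 nm; 0% = plate median of compound wells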
SIAE primary: inhibitors of human sialic acid acetylesterase SIAE; SIAE FP-Rh probe binding, fluorescence polarization; Q9HAT2; hit rate 0.69% among 370,000; inhibition, % at 9.66 µM;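 active means inhibition above a cutoff: mean of compounds within the control limits plus 3 SD of those, cut at about 17% in these data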;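 further: 0% = plate median of compound wells and 100% = probe without SIAE protein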
The depositor's hits bear a star; x = not tested or not shown.

molecule,DDE Tn7 FP inh,proKLK7 act,MBD2 DNA inh,TCR-CD3 inh,PRMT1 FP inh,UHRF1 binding,DDE Tn6 FP inh,TDP2 inh,LEDGF integ inh,SIAE primary
COc1cc(C(=O)NCCCNc2ccc([N+](=O)[O-])cc2)cc(OC)c1OC,-9,0.0,-4,2,-1,-2,2,5,-1,4
COc1ccc(-n2c(SCC(=O)Nc3ccc(Oc4ccccc4)cc3)nnc2-c2cccnc2)cc1,5,0.9,4,x,4,1,-4,-9,1,-2
COc1ccc(C(=O)Cn2c3ccccc3n3nc(CCC(=O)O)c(=O)nc23)cc1OC,-3,0.4,-5,5,-4,-2,0,-3,4,1
O=C(COC(=O)c1ccccn1)NCc1cccs1,1,-0.1,1,8,-3,-3,-3,-2,-1,-3
NC(=O)C1CCCN(C(=O)c2cccc(S(=O)(=O)N3CCCCCC3)c2)C1 (stereo unspecified),-3,0.7,2,3,-2,-1,5,0,5,8
Cc1cc(C)cc(N(C(C)C(=O)N2CCCCC2)S(C)(=O)=O)c1 (stereo unspecified),-1,0.2,-3,-1,-1,2,-1,3,0,-4
CCOc1ccc(-n2cnc3scc(-c4ccc(OC)c(OC)c4)c3c2=O)cc1,1,-0.2,0,-8,6,1,-4,-14,0,5
Cc1ccc(C2CC(C(F)(F)F)n3nc(C(=O)NCc4c(C)nn(C)c4C)c(Cl)c3N2)cc1 (stereo unspecified),3,0.3,2,2,4,-1,5,0,0,2
O=C(CSCc1ccc(Br)cc1)NCCc1ccccc1,0,0.8,0,-6,-1,3,2,-4,2,1
CCC(=O)c1ccc(N2CCN(C(=O)c3cc([N+](=O)[O-])ccc3N3CCN(C)CC3)CC2)c(F)c1,4,0.8,-2,8,2,2,-8,-6,-1,0
Cc1c(NC(=O)C(C)OC(=O)CCc2ccccc2)c(=O)n(-c2ccccc2)n1C (stereo unspecified),3,0.5,0,-5,0,0,-9,2,-5,2
Cc1ccc(NC(=O)C2(N3CCC3=O)CCCCC2)cc1,-2,-0.1,0,4,0,-2,4,1,-1,7
CC(=O)N1c2ccc(S(=O)(=O)NCC3CCC(C(=O)NCc4ccccc4)CC3)cc2CC1C (stereo unspecified),5,0.7,1,4,-5,0,1,1,0,-6
CC(Sc1ccccc1)C(=O)N1CCN(S(=O)(=O)c2ccccc2F)CC1 (stereo unspecified),-3,-0.2,-3,3,-6,-2,-6,-16,4,-1
CN1CCN(C(c2ccc(Cl)cc2)c2cc(Cl)c3cccnc3c2O)CC1 (stereo unspecified),-9,-0.7,0,-9,-3,-12,-2,-20,-2,-4
COc1cccc(C(O)c2ncc(-c3ccc(C(F)(F)F)cc3)[nH]2)c1 (stereo unspecified),1,0.5,0,9,0,0,5,2,1,-3
CCN(CC(=O)Nc1ccc(N2CCOCC2)cc1)C(=O)c1ccc(C#N)cc1,-3,0.2,3,-3,-1,3,-5,10,-3,3
Cn1nnnc1SCC(=O)NCCCc1ccccc1,6,-1.0,4,-5,1,0,4,5,3,7
CN(C)CCNc1nc2c(c(=O)[nH]c(=O)n2C)n1CCCc1ccccc1,0,-0.3,3,3,-1,2,-9,6,-2,13
COc1ccccc1N1CCN(C(=O)C(Cc2ccccc2)NC(=O)C2CCCCC2)CC1 (stereo unspecified),0,0.3,0,-1,1,0,-5,5,-1,-5
Cc1cccc(C)c1NC(=O)C1(C)CN(S(C)(=O)=O)CC(=O)N1CCCn1ccnc1 (stereo unspecified),-4,0.9,-2,2,1,0,8,2,5,-2
C/C(=N/NC(=O)Cc1ccccc1)c1ccc(C)s1,3,-0.5,-2,6,-4,-2,15,-4,-1,-2
CCc1ccc(OCc2nnc(SCC(=O)N3CCN(c4ccccc4)CC3)o2)cc1,4,0.1,6,9,3,-1,2,5,-3,10
Cc1ccc(-n2c(-c3ccc(Cl)cc3)c[n+]3c2CCC3)cc1,-1,-0.2,5,-12,1,3,-4,1,-4,-10
CCOC(=O)c1ccc(S(=O)(=O)NNC(=O)c2cccc(N(C)C)c2)cc1,2,1.8,1,-3,2,0,-4,-7,-9,0
COc1ccc(CCCc2nnc(SCC(=O)Nc3nc(C)cs3)n2C)cc1C,-3,0.4,4,9,-6,6,2,3,2,1
CC(C)(C)NC(=O)CSc1nc2ccccc2n1-c1ccccc1,1,0.4,5,-3,-1,1,5,2,-1,-3
CC(NCC(=O)Nc1ccccc1C(=O)NC1CC1)c1ccc(S(N)(=O)=O)cc1 (stereo unspecified),5,0.3,4,-2,13,1,-5,14,-1,1
O=C(c1cccc(C(F)(F)F)c1)C1CCCN(C(=O)CN2CCCC2=O)C1 (stereo unspecified),0,0.6,3,0,3,4,-6,1,-3,0
C[C@H](NC(=O)C1CC(=O)N(c2ccc(F)cc2)C1)C(=O)N1CCCCC1 (stereo partly specified),7,0.6,1,3,-2,-1,1,-6,-2,2
Cc1cc(C)c(C(=O)c2ccc(C(=O)NC(C)(C)C)cc2)c(C)c1,4,-0.2,2,0,0,0,-5,-1,0,-8
CCOC(=O)NC1(NC(C)C)Oc2ccccc2O1,-13,0.1,0,3,11,3,-5,6,11,6
CCn1c(C(O)c2ccc(C)cc2)nc2ccccc21 (stereo unspecified),6,0.4,1,5,-4,1,3,2,2,-5
CCOc1ccc2[nH]c(=O)c(CN(Cc3ccc(C)cc3)C(=O)N3CCCC3)cc2c1,0,0.4,1,0,-2,1,-4,-8,-1,1
Cc1ccc(/C=N/NC(=O)CNC(=O)c2ccc(C)c([N+](=O)[O-])c2)o1,4,0.1,1,-1,6,4,-5,-4,-2,-5
CCc1cc2ccc(OC)cc2nc1SCC(=O)N1CCN(C(=O)c2ccco2)CC1,-1,-1.4,-6,-3,-4,-1,9,10,2,1
O=C(c1ccc(S(=O)(=O)N2CCOCC2)cc1)N(c1cccc(Cl)c1)C1C=CS(=O)(=O)C1 (stereo unspecified),3,0.1,4,0,4,2,1,9,-4,-2
Cc1nnc2ccc(N3CCCC3)nn12,-2,-0.1,4,-2,2,-1,-8,7,1,2
COc1cccc(NC(=O)CSc2nc3scc(C)c3c(=O)[nH]2)c1,-6,0.2,-4,4,0,-8,4,-10,-2,-1
COc1ccc(OC)c(S(=O)(=O)N2CCN(C)CC2)c1,1,-0.2,0,0,-1,14,2,7,1,-4

A different layout for part of the listing above:
SMILES: CCc1cc2ccc(OC)cc2nc1SCC(=O)N1CCN(C(=O)c2ccco2)CC1
  DDE Tn7 FP inh = -1; proKLK7 act = -1.4; MBD2 DNA inh = -6; TCR-CD3 inh = -3; PRMT1 FP inh = -4; UHRF1 binding = -1; DDE Tn6 FP inh = 9; TDP2 inh = 10; LEDGF integ inh = 2; SIAE primary = 1

SMILES: O=C(c1ccc(S(=O)(=O)N2CCOCC2)cc1)N(c1cccc(Cl)c1)C1C=CS(=O)(=O)C1 (stereo unspecified)
  DDE Tn7 FP inh = 3; proKLK7 act = 0.1; MBD2 DNA inh = 4; TCR-CD3 inh = 0; PRMT1 FP inh = 4; UHRF1 binding = 2; DDE Tn6 FP inh = 1; TDP2 inh = 9; LEDGF integ inh = -4; SIAE primary = -2

SMILES: Cc1nnc2ccc(N3CCCC3)nn12
  DDE Tn7 FP inh = -2; proKLK7 act = -0.1; MBD2 DNA inh = 4; TCR-CD3 inh = -2; PRMT1 FP inh = 2; UHRF1 binding = -1; DDE Tn6 FP inh = -8; TDP2 inh = 7; LEDGF integ inh = 1; SIAE primary = 2

SMILES: COc1cccc(NC(=O)CSc2nc3scc(C)c3c(=O)[nH]2)c1
  DDE Tn7 FP inh = -6; proKLK7 act = 0.2; MBD2 DNA inh = -4; TCR-CD3 inh = 4; PRMT1 FP inh = 0; UHRF1 binding = -8; DDE Tn6 FP inh = 4; TDP2 inh = -10; LEDGF integ inh = -2; SIAE primary = -1

The list goes on.
molecule,DDE Tn7 FP inh,proKLK7 act,MBD2 DNA inh,TCR-CD3 inh,PRMT1 FP inh,UHRF1 binding,DDE Tn6 FP inh,TDP2 inh,LEDGF integ inh,SIAE primary
CCOc1ccccc1NC(=O)C1C2C=CC(O2)C1C(=O)O (stereo unspecified),12,0.7,0,-5,23*,-1,-5,7,5,3
COc1ccc(S(=O)(=O)N2CCCCC2)cc1NC(=O)Cc1ccsc1,8,0.0,0,7,2,-2,1,3,1,-4
CCCS(=O)(=O)NC(=O)C1(C)CCN(C(=O)c2ccc(OC(F)F)cc2)C1 (stereo unspecified),-5,1.2,-5,0,2,0,-10,9,0,4
CC(C)(O)[C@H](O)COc1c2occc2cc2ccc(=O)oc12,-5,0.8,0,5,-1,-5,6,11,1,3
O=C(NCCc1c[nH]c2ccccc12)OCCSS(=O)(=O)O,3,0.5,3,-5,1,2,-6,-1,-1,9
Cc1cc(C)cc(-n2cnc3cc(C(=O)O)ccc32)c1,-15,0.5,1,1,0,0,4,-3,2,-2
COc1cccc(C=C2SC(=S)NC2=O)c1,-2,0.1,-2,2,3,4,0,-5,0,-30
Cc1cccc(C2c3[nH]c4ccccc4c3CCN2C(=O)c2cc(CC(C)C)nc(C)n2)n1 (stereo unspecified),5,0.2,-3,6,0,-2,4,5,-1,3
COc1ccc(/C=N/NC(=O)CC#N)cc1Oc1nc(Cl)ncc1F,7,-0.5,5,1,0,-1,5,-8,-4,-5
COc1ccc(CN2C(=O)CN(S(C)(=O)=O)CC2(C)C(=O)Nc2c(C)cccc2C)cc1 (stereo unspecified),-7,-1.2,2,-4,1,0,5,0,-7,3
Cc1nn(C)cc1S(=O)(=O)N1CCN(c2ccc(F)cc2)CC1,7,0.0,-1,2,-1,3,-4,12,-3,1
COc1ccc(N(C(C)=O)S(=O)(=O)c2cccc3cccnc23)cc1,0,-0.4,-2,3,0,-1,6,4,1,5
Cc1scc(C(=O)NNC(=S)NC(C)c2ccccc2)c1C (stereo unspecified),6,0.0,-3,10,4,-6,-6,-3,-6,4
COc1ccc(C(=O)C[n+]2ccc3ccccc3c2C)cc1,-2,-0.8,-6,-4,6,-1,-4,8,0,-1
CC(=O)Nc1ccc(NC(=O)c2csc([C@@H]3O[C@H](CO)[C@H](O)[C@H](O)[C@H]3O)n2)cc1,-2,0.1,2,-3,-2,-1,2,6,-4,0
O=c1c2ccccc2nc2c3ccccc3c3nncn3n12,-7,0.8,-1,4,-6,-18,6,5,1,2
COC(=O)[C@H](C)NC(=O)COc1ccccc1,0,0.3,3,0,-1,-3,6,8,-2,4
Cc1cc(Oc2ccccc2)nc(N2CCOCC2)n1,7,-0.9,2,1,-3,-1,0,-4,1,-3
CC(C)CC(=O)NC(=S)Nc1ccc(N2CCOCC2)c(Cl)c1,0,0.5,1,2,-2,0,6,0,1,2
COc1cc(-n2c(C)nc3cc(C(=O)O)ccc32)cc(OC)c1OC,6,0.1,2,-4,5,1,0,4,-3,-2
O=C(Nc1ccc2c(c1)OCO2)O[C@@H]1C[C@H]2CCC(=O)N3CC[C@@H](C1)[C@@H]23,4,0.1,6,-3,1,5,-9,-9,3,1
CCOC(=O)c1c(S(=O)(=O)Nc2ccc(F)cc2Cl)c(C)n(C)c1C,3,-1.0,4,6,-1,1,5,-27,2,-8
C[C@@H]1CCCCO[C@@H](CN(C)C(=O)Nc2ccccc2)[C@@H](C)CN([C@H](C)CO)C(=O)c2cc(N(C)C)ccc2O1,0,-1.1,-5,-7,-4,2,-3,-13,2,-3
